Screening data from PubChem BioAssay.
HepG2 viability – qHTS for Inhibitors of TGF-b: Cytotox Counterscreen; HepG2 CAGA-GFP viability, ATP luminescence, 18 h; Potency, µM (highest dose often 46.1 µM), for inactives: top-dose activity change, negative = cytotoxicity, most hits filed as cytotoxic; 0.76% of 410,000 active; note: potency is the fitted concentration of half-maximal effect; some results filed as inactive show a strong effect at the top dose
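HepG2 CAGA-GFP cells (1000/well, DMEM with 1% FBS) received compound, then TGF-beta at 500 pg/mL final, and were incubated 18 hours at 37 degrees C. Viability was read by CellTiter-Glo luminescence. Media-only wells were set as complete cell-killing and DMSO as no toxicity.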
EPAC2 agonist – qHTS for Agonist of cAMP-regulated guanine nucleotide exchange factor 4 (EPAC2): primary screen; EPAC2 activation, biochemical qHTS; response scale: 100% = 6.5 mM cAMP response; Potency, µM (doses to about 154 µM), without a hit: top-dose activation, usual class: activators; 0.079% of 360,000 active; Rap guanine nucleotide exchange factor 4 (Homo sapiens), Q8WZA2; note: potency is the fitted concentration of half-maximal effect; nearly all actives have a fitted effect of over 50% in size
Target sequence (Q8WZA2 whole entry, looked up): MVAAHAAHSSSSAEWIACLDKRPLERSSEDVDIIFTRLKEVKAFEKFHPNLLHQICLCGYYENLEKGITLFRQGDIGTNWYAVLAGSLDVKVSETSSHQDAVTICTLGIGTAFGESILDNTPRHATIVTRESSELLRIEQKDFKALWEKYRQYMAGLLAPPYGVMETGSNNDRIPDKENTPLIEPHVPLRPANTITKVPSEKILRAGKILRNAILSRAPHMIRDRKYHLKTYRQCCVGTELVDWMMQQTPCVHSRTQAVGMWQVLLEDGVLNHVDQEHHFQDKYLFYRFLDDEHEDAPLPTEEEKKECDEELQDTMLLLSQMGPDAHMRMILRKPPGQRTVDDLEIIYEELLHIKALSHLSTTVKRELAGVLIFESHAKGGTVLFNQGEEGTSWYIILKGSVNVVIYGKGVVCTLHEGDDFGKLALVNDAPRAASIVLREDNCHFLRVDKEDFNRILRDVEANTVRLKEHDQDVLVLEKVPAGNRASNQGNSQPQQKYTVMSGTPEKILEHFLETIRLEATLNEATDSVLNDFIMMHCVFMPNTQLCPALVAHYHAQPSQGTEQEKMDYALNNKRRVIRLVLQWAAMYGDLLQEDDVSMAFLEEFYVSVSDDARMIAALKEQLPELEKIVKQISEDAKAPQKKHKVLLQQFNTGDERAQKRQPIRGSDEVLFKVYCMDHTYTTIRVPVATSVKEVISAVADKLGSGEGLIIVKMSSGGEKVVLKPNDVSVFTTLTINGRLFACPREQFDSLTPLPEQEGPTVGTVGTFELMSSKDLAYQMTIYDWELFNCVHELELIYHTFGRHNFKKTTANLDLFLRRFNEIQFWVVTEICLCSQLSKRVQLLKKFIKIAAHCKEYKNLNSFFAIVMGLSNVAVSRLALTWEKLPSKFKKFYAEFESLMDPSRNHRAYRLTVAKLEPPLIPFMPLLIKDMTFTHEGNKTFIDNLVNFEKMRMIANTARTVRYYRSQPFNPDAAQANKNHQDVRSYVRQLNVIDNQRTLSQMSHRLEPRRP
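Setup: EPAC2 100 nM, labeled Rap1B complex 250 nM, free GDP 50 uM. Compound titrations pinned in, brief spin, 5 min room temperature incubation. Kinetic fluorescence read over 30 min, normalized to 6.5 mM cAMP.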
ATXN viability – Viability Counterscreen for Primary qHTS for Inhibitors of ATXN expression. S2 cells (HEK-293 line with an ATXN2-luciferase reporter) viability, CellTiter-Fluor protease fluorescence, 24 h. Potency, µM (titrated, usually from 56.7 µM), hits mostly cytotoxic. 0.49% of 400,000 active. AID 651635, 2014; note: potency is the fitted concentration of half-maximal effect; nearly all actives have a fitted effect of over 40% in size
Nrf2 ARE act – qHTS of Nrf2 Activators. AREc32 ARE-luciferase reporter (MCF7-derived line), luminescence, 24 h. Potency, µM (doses to about 46.1 µM), for the others: at the top dose activation, hits mostly activators. 0.31% of 410,000 active. AID 624171, 2012; note: potency is the fitted concentration of half-maximal effect; % of control where 0% means no effect; nearly all actives have a fitted effect of over 65% in size
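ARE activation measured as luciferase luminescence (Steady-Glo, 30 min RT) in AREc32_Fluc cells after 24 hr compound exposure at 37 deg C, 5% CO2; cells seeded overnight at 1000/well in OPTI-MEM, 5% FBS.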
IL2 activator – qHTS of IL-2 Activators; IL-2 activation reporter assay, cell-based qHTS; stimulated with anti-CD3/CD4/CD28 beads; in transgenic mouse T cells; 0.065% of 360,000 active; activation, % (series mostly up to about 46 µM); AID 652025, 2013; in the data active = activation above about 50%; inconclusive = mostly about 30% to 49%; note: 0% is about no effect
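Quantitative HTS in unstimulated transgenic mouse T cells, with memory T cells as non-tolerant control and PMA/ionomycin as tolerance-bypass control. Compound pretreatment lasted 60 minutes before 18 h bead stimulation; EGFP/DsRed fluorescence read.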
A549 viability – Nrf2 qHTS screen for inhibitors: counterscreen for cytotoxicity | A549 ARE-Fluc cells, CellTiter-Fluor viability, 18-24 h | Potency, µM (top dose mostly 46 µM), for inactives: at the highest dose activity change, negative = cytotoxicity, usual class: inhibitors | 0.16% of 390,000 active | AID 504648, 2011; note: potency is the fitted concentration of half-maximal effect; % is set by controls: 0 for no effect and ±100 for the full control effect
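Cytotoxicity counterscreen: CellTiter-Fluor fluorescence was measured in A549 ARE_Fluc cells after 18-24 h of compound exposure in a concentration series. The subsequent BugLite luminescent read reports ARE-luciferase activity.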
Nrf2 inh – Nrf2 qHTS screen for inhibitors. A549 ARE-Fluc reporter, luciferase luminescence, 18-24 h. AID 504444, 2011. Potency, µM (titrated, usually from 46 µM), for the others: top-dose activity change, negative = inhibition, usual class: inhibitors. 2.1% of 360,000 active; note: potency is the fitted concentration of half-maximal effect; % is set by controls: 0 for no effect and ±100 for the full control effect; nearly all actives have a fitted effect of over 60% in size
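A549 ARE_Fluc cells, 5000/well, 5% FBS OPTI-MEM; compounds in dose-response, 18-24 h at 37 °C/5% CO2; CellTiter-Fluor viability read (Ex 405/Em 525), then BugLite luciferase luminescence = Nrf2 activity.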
ATXN2 expr inh – Primary qHTS for Inhibitors of ATXN expression; HEK-293 ATXN2-luciferase reporter, luminescence, 24 h; Potency, µM (series often up to 57 µM), without a hit: at the highest dose activity change, negative = inhibition, usual class: inhibitors; 0.72% of 360,000 active; AID 1745845, 2022; note: potency is the fitted concentration of half-maximal effect; % is set by controls: 0 for no effect and ±100 for the full control effect; nearly all actives have a fitted effect of over 55% in size
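ATXN2-luciferase reporter cells (luciferase flanked by upstream and downstream ATXN2 gene portions) were treated 24 h at 37 °C with compounds at up to 57 uM. SteadyGlo luminescence gave expression; GF-AFC fluorescence gave viability.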
TGFb inhibitor – qHTS for Inhibitors of TGF-b; HepG2 CAGA-GFP TGF-b/SMAD3 reporter, GFP fluorescence, 18 h; TGF-beta stimulated, 500 pg/mL final; Potency, µM (titrated, usually from 46.1 µM), inactives show at the highest dose activity, negative = inhibition, actives largely listed as inhibitors; 1.2% of 410,000 active; note: potency is the fitted concentration of half-maximal effect; % is set by controls: 0 for no effect and ±100 for the full control effect; nearly all actives have a fitted effect of over 65% in size
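Per well, imaged GFP fluorescence of HEPG2 CAGA-GFP cells gives the signal; cells get compound, then TGF-beta (500 pg/mL final), 18 h at 37 degrees C; %Activity versus -TGF-beta and +DMSO controls.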
Starred values were filed as active, the others as inactive; [ ] = another dose, or the depositor's remark. Unless noted, calls come from the whole dose curve; as a rule, active = well fitted curve in the direction sought with a large enough effect; inconclusive = small, poorly fitted or top-dose-only effect, or another doubt; inactive = no such curve, though single readings can be large; an effect the other way counts as inactive or inconclusive. Rows are unselected. Share with any hit: about 4.3%.

Sample of the layout (2 entries):
Screening COC(=O)c1cc(S(=O)(=O)N2CCOCC2)c(Cl)cc1N1CCOCC1 returned HepG2 viability 2%, EPAC2 agonist 2%, ATXN viability inactive, Nrf2 ARE act 0.3%, IL2 activator -3.5, A549 viability -4%, Nrf2 inh -18%, ATXN2 expr inh 4% and TGFb inhibitor inconclusive.
`N#CC1=C(N)SC2(CCCCC2)SC1c1ccccc1` (stereo not given) gave HepG2 viability 14%, EPAC2 agonist 6%, ATXN viability inactive, Nrf2 ARE act 5.9%, IL2 activator -2.9, A549 viability 0%, ATXN2 expr inh 28% and TGFb inhibitor -18%.

Main list, repeating the preview:
Screening COC(=O)c1cc(S(=O)(=O)N2CCOCC2)c(Cl)cc1N1CCOCC1 returned HepG2 viability 2%, EPAC2 agonist 2%, ATXN viability inactive, Nrf2 ARE act 0.3%, IL2 activator -3.5, A549 viability -4%, Nrf2 inh -18%, ATXN2 expr inh 4% and TGFb inhibitor inconclusive.
`N#CC1=C(N)SC2(CCCCC2)SC1c1ccccc1` (stereo not given) gave HepG2 viability 14%, EPAC2 agonist 6%, ATXN viability inactive, Nrf2 ARE act 5.9%, IL2 activator -2.9, A549 viability 0%, ATXN2 expr inh 28% and TGFb inhibitor -18%.
Nc1nnc(SCC(=O)N2CCN(c3cccc(Cl)c3)CC2)n1-c1ccccc1 was read as HepG2 viability -52%, EPAC2 agonist 14%, ATXN viability inactive, Nrf2 ARE act -0.3%, IL2 activator -1.5, A549 viability 20%, Nrf2 inh -4%, ATXN2 expr inh -7% and TGFb inhibitor 0%.
`COc1ccc(C(C)(NC(C)=O)c2nc(-c3cccc(C(=O)O)c3)cs2)cc1` (stereo not given) gave HepG2 viability -11%, EPAC2 agonist 6%, ATXN viability inactive, Nrf2 ARE act -0.6%, IL2 activator -0.5, ATXN2 expr inh 13% and TGFb inhibitor 5%.
Screening Cc1ccc(S(=O)(=O)n2c(CN3CCCC(C)C3)nc3ccccc32)cc1 (stereo not given) returned HepG2 viability 11%, EPAC2 agonist 14%, ATXN viability inactive, Nrf2 ARE act 0.1%, IL2 activator -0.6, A549 viability -6%, Nrf2 inh -14%, ATXN2 expr inh -1% and TGFb inhibitor inconclusive.
For Cn1cc(CN2CCCC(C(=O)c3ccc(-c4ccccc4)c(F)c3)C2)cn1 (stereo not given) the results were HepG2 viability 2%, EPAC2 agonist -11%, ATXN viability inactive, Nrf2 ARE act 5.5%, IL2 activator -1.4, A549 viability -2%, Nrf2 inh 7% and TGFb inhibitor -8%.
CCCNC(=O)c1ccc(N2CCC3(CC2)CC(c2ccccc2)=NO3)c(N)c1 was read as HepG2 viability -18%, EPAC2 agonist 6%, ATXN viability inactive, Nrf2 ARE act -0.3%, IL2 activator 0.0, A549 viability 3%, Nrf2 inh -10%, ATXN2 expr inh -14% and TGFb inhibitor -13%.
`COc1ccc2[nH]c3c(N4CC(C)OC(C)C4)ncnc3c2c1` (stereo not given) gave HepG2 viability -1%, EPAC2 agonist 0%, ATXN viability inactive, Nrf2 ARE act 4.0%, IL2 activator -0.3, A549 viability -4%, Nrf2 inh -18%, ATXN2 expr inh -31% and TGFb inhibitor 0%.
O=C(Nc1ccc([N+](=O)[O-])cc1)C1COc2ccccc2O1 (stereo not given) was read as HepG2 viability 2%, EPAC2 agonist 12%, ATXN viability inactive, Nrf2 ARE act 0.2%, IL2 activator -0.8, A549 viability -7%, Nrf2 inh -21%, ATXN2 expr inh -12% and TGFb inhibitor -13%.
For Cn1cccc1C(=O)NNC(=O)c1ccccc1Br the results were HepG2 viability -16%, EPAC2 agonist 2%, ATXN viability inactive, Nrf2 ARE act 0.0%, IL2 activator -3.8, A549 viability -16%, Nrf2 inh inconclusive, ATXN2 expr inh 25% and TGFb inhibitor -16%.
For O=C(CSc1nc2ccc(Cl)cc2[nH]1)c1ccc2c(c1)OCO2 the results were HepG2 viability 2%, EPAC2 agonist 4%, ATXN viability inactive, Nrf2 ARE act 0.2%, IL2 activator -2.0, A549 viability -4%, Nrf2 inh 8%, ATXN2 expr inh 19% and TGFb inhibitor -24%.
`Cc1nnc(C)n1/N=C/c1ccc2c(c1)OCCO2` gave HepG2 viability 5%, EPAC2 agonist -3%, ATXN viability inactive, Nrf2 ARE act 0.0%, IL2 activator 2.7, A549 viability -10%, Nrf2 inh -27%, ATXN2 expr inh 10% and TGFb inhibitor 8%.
`CN(C)CCC(C(=O)c1ccccc1)c1ccncc1` (stereo not given) gave HepG2 viability -6%, EPAC2 agonist 5%, ATXN viability inactive, Nrf2 ARE act 0.0%, IL2 activator 0.0, A549 viability 1%, Nrf2 inh 0%, ATXN2 expr inh 1% and TGFb inhibitor 3%.
Screening COc1ccc(NC(=O)CCC(=O)c2ccc(Cl)cc2)cn1 returned HepG2 viability 9%, EPAC2 agonist 8%, ATXN viability inactive, Nrf2 ARE act 0.6%, IL2 activator -0.1, A549 viability -3%, Nrf2 inh 0%, ATXN2 expr inh 3% and TGFb inhibitor 0%.
`CCn1c(SCC(=O)Nc2ccccc2)nc2ccccc2c1=O` gave HepG2 viability -10%, EPAC2 agonist -5%, ATXN viability inactive, Nrf2 ARE act -0.4%, IL2 activator -0.5, A549 viability inconclusive, Nrf2 inh inconclusive, ATXN2 expr inh 0% and TGFb inhibitor -1%.
For O=C(NCc1ccc2c(c1)OCO2)C1CCC(CNc2c(N3CCCC3)c(=O)c2=O)CC1 (stereo not given) the results were HepG2 viability -3%, EPAC2 agonist 6%, ATXN viability inactive, Nrf2 ARE act -0.5%, IL2 activator -0.9, A549 viability -1%, Nrf2 inh -14%, ATXN2 expr inh 4% and TGFb inhibitor 15%.
Screening C=CCC(NCc1ccccc1)c1ccccc1 (stereo not given) returned HepG2 viability -12%, EPAC2 agonist -1%, ATXN viability inactive, Nrf2 ARE act 0.2%, IL2 activator -1.4, A549 viability 9%, Nrf2 inh 15%, ATXN2 expr inh -16% and TGFb inhibitor -4%.
For Cc1ccc(Nc2nc3c(s2)CCC3)c(C)c1 the results were HepG2 viability -23%, EPAC2 agonist -2%, ATXN viability inactive, Nrf2 ARE act 6.0%, IL2 activator -0.9, A549 viability -8%, Nrf2 inh inconclusive, ATXN2 expr inh 40%[activator] and TGFb inhibitor 10%.
`C/C(N)=C(/C#N)C(=O)COC(=O)c1cc(-c2cccc(Br)c2)nc2ccccc12` gave HepG2 viability -2%, EPAC2 agonist 6%, ATXN viability inactive, Nrf2 ARE act 6.4%, IL2 activator -1.3, A549 viability 8%, Nrf2 inh 2%, ATXN2 expr inh inconclusive and TGFb inhibitor -8%.
For CN1C(=O)N(CC(=O)N2CCN(c3ncccn3)CC2)C(=O)C12CCCCC2 the results were HepG2 viability 3%, EPAC2 agonist 3%, ATXN viability inactive, Nrf2 ARE act 0.4%, IL2 activator -2.4, A549 viability -7%, Nrf2 inh 4%, ATXN2 expr inh 7% and TGFb inhibitor -4%.
For O=C(CCN1c2ccccc2Sc2ccccc21)Oc1ccccc1 the results were HepG2 viability 5%, EPAC2 agonist 18%, ATXN viability inactive, Nrf2 ARE act -0.5%, IL2 activator -0.4, A549 viability 14%, Nrf2 inh 9%, ATXN2 expr inh -3% and TGFb inhibitor -1%.
For Cc1ccc(-n2nc(C)c3c2OC(N)=C(C#N)C3c2ccncc2)cc1 (stereo not given) the results were HepG2 viability -49%, EPAC2 agonist 8%, ATXN viability inactive, Nrf2 ARE act 3.0%, IL2 activator -0.6, A549 viability -9%, Nrf2 inh -28%, ATXN2 expr inh -20% and TGFb inhibitor -3%.
`O=c1cc(-c2ccccc2)cc(-c2ccccc2)n1O` gave HepG2 viability -8%, EPAC2 agonist 8%, ATXN viability 16µM*, Nrf2 ARE act 11%, IL2 activator -0.1, A549 viability -19%, Nrf2 inh inconclusive, ATXN2 expr inh 14µM* and TGFb inhibitor inconclusive.
COc1ccc(F)cc1C(=O)C1CCCN(C(=O)CCc2ccccn2)C1 (stereo not given) was read as HepG2 viability -42%, EPAC2 agonist 6%, ATXN viability inactive, Nrf2 ARE act 2.0%, IL2 activator 1.3, A549 viability 6%, Nrf2 inh -4%, ATXN2 expr inh -29% and TGFb inhibitor -15%.
For Oc1ccc(Br)cc1-c1cc(-c2ccccc2)n[nH]1 the results were HepG2 viability -41%, EPAC2 agonist 5%, ATXN viability inactive, Nrf2 ARE act 7.5%, IL2 activator 0.5, A549 viability -10%, Nrf2 inh 0%, ATXN2 expr inh 5% and TGFb inhibitor 0%.
CCC(=O)NCc1c(Cl)cccc1-n1cccc1 was read as HepG2 viability 1%, EPAC2 agonist 5%, ATXN viability inactive, Nrf2 ARE act 0.4%, IL2 activator -4.4, A549 viability 8%, ATXN2 expr inh 1% and TGFb inhibitor -6%.
N/C(=N\OC(=O)c1ccc2c(c1)OCO2)c1ccc([N+](=O)[O-])cc1 was read as HepG2 viability 4%, EPAC2 agonist 13%, ATXN viability inactive, Nrf2 ARE act 0.0%, IL2 activator -1.4, A549 viability 0%, Nrf2 inh 14%, ATXN2 expr inh 25% and TGFb inhibitor -5%.
CCC(C)(C)C1CCC2(CC1)NC(=O)N(CC(=O)Nc1cc(C(F)(F)F)ccc1N1CCOCC1)C2=O (stereo not given) was read as HepG2 viability -11%, EPAC2 agonist -13%, ATXN viability inactive, Nrf2 ARE act 0.0%, IL2 activator -1.0, A549 viability -3%, Nrf2 inh 14%, ATXN2 expr inh 1% and TGFb inhibitor -22%.
